NSD2 HMT inh – blocks human histone methyltransferase NSD2 | O96028 | NSD2 peptide methylation, AlphaScreen, 120 min | inhibition, % at 12.5 µM | 310,000 tested, 0.54% active | AID 743445; in the data active = inhibition above about 50%
HTR5A ag ctr – HTR5A agonism, opioid heterodimer counter-screen | HTR5A agonist assay, luminescence, cell-based | activation, % at 9.3 µM | 340,000 tested, 0.61% active | AID 504692; in the data active = activation mostly above about 9.5%, no sharp cut-off; inactive = mostly below about 7.6%;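 also: 0% = cells with vehicle only and 100% = reference agonist; strong numbers were not always called active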
Target sequence (P47898 whole entry, looked up): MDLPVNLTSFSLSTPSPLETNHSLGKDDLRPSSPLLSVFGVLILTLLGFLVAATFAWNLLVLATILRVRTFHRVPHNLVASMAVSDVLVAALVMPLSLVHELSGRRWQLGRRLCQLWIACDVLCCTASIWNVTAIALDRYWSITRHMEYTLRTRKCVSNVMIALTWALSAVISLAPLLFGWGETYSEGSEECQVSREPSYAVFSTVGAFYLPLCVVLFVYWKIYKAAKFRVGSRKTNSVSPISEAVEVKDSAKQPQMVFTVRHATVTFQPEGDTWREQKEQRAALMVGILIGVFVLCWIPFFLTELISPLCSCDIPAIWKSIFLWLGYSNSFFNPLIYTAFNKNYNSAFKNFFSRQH
PvdQ inh – blocks Pseudomonas aeruginosa PvdQ acylase activity; AID 488965; purified PvdQ acylase, fluorescence plate reader; inhibition, % at 10 µM; 340,000 tested, 0.063% active; in the data active = inhibition above about 30%, passing the limit was not always enough;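 also: 0% = vehicle neutral wells and 100% = reference inhibitor wells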
HTR5A inv ag – inverse agonist of human HTR5A in OPRM1-OPRD1 counter-screen | P47898 | HTR5A cell line, luminescence, inverse agonism | inhibition, % at 9.3 µM | 340,000 tested, 0.083% active | AID 504634; in the data active = inhibition mostly above about 23%, no sharp cut-off; inactive = mostly below about 18%;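 also: 0% = cells with DMSO and 100% = no-cell wells with DMSO; some compounds called inactive have numbers as strong as hits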
V-ATPase pHluor – alters yeast V-ATPase proton transport | S. cerevisiae, pHLuorin cytosolic pH fluorescence | response, % at 10 µM | 350,000 tested, 0.37% active; in the data active = response mostly above about 7.3%, no sharp cut-off; inactive = mostly below about 5.4%; also: actives read high; inactives centre near 0; some compounds called inactive have numbers as strong as hits; reference of the scale not given here
Wnt act – activates Wnt/beta-catenin signaling in a reporter cell assay; 300,000 tested, 1.2% active; AID 743398; activation, % at 9.35 µM; activator, plate reader; in the data active = activation above about 30%, passing the limit was not always enough;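 also: 0% = neutral control wells and 100% = positive control wells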
CDK5 inh – inhibitors of human CDK5/p35 kinase; 330,000 tested, 0.01% active; inhibition, % at 10 µM; AID 488839; Q00535+Q15078; Recombinant CDK5/p35, ADP-Glo luminescence, 60 min;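 active = highest replicate inhibition of at least 50% and at least 75% of replicates reaching 50%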;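 also: plate controls were DMSO neutral control for no effect and GW8510 at 10 µM for full effect; many of its hits are not listed in these tables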
MITF TRPM1 HTS – activators of MITF-driven TRPM1 promoter activity in SK-MEL-5 cells | SK-MEL-5 TRPM1-promoter luciferase, 24 h; % of positive control, neutral wells = 0 | activation, % at 12.5 µM | 300,000 tested, 0.75% active;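 active = mean activation of at least 80% with every replicate also reaching 80%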;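 also: 0% = neutral control wells and 100% = parthenolide positive control wells; values of inactives mirror those of a sister screen read the other way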
dFosB act – mouse delta FosB homodimer activation. P13346. purified delta FosB, TAMRA-CDK5 oligo fluorescence polarization; percent of positive-control signal above neutral wells. activation, % at 25 µM. 340,000 tested, 0.99% active;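 active = mean activation above about 17%, with every replicate also reaching it, limit read from the data, passing the limit was not always enough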;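 also: fluorescence polarization rise as delta FosB binds a TAMRA Cdk5 AP-1 oligo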
SR-BI HDL uptake – mouse SR-BI HDL lipid transfer inhibition | ldlA[mSR-BI] CHO cells, DiI-HDL uptake fluorescence, 3 h | inhibition, % at 12.5 µM | 320,000 tested, 0.96% active;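 active = mean replicate inhibition of at least 70% and a set share of replicates each scoring 70 or more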;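 also: 0% = median of neutral control wells and 100% = median of positive control wells; values of inactives mirror those of a sister screen read the other way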
Target sequence (Q61009 whole entry, looked up): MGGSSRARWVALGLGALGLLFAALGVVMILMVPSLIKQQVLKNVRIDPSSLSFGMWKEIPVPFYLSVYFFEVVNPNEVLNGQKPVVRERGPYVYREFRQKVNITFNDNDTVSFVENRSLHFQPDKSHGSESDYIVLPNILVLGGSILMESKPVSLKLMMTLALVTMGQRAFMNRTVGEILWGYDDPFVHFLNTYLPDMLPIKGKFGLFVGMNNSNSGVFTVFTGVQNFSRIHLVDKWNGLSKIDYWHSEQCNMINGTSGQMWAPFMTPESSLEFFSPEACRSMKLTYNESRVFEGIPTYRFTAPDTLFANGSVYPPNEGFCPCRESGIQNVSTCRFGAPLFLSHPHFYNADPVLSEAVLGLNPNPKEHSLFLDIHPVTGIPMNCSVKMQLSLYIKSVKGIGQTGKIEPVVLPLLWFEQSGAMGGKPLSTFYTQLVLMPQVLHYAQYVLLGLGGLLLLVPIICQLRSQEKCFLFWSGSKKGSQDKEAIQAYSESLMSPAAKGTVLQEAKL
* marks the source's active call; other numbers are inactive results; x = not tested or not shown.

smiles,NSD2 HMT inh,HTR5A ag ctr,PvdQ inh,HTR5A inv ag,V-ATPase pHluor,Wnt act,CDK5 inh,MITF TRPM1 HTS,dFosB act,SR-BI HDL uptake
O=C(CCn1c(=O)oc2ccccc21)n1c(=O)oc2ccccc21,-2,6,1,-17,-3,-7,1.4,-8,-9,2
O=C(CN1C(=O)C2C3C=CC(C3)C2C1=O)Nc1ccc(S(=O)(=O)N2CCCCC2)cc1 (centres undefined),0,0,-3,8,1,-4,0.0,-12,-5,10
Cc1noc(C)c1S(=O)(=O)N1CCC(C(=O)N2CCN(Cc3ccc4c(c3)OCO4)CC2)CC1,1,-3,9,-12,3,x,-1.1,1,-3,6
C/C(=N/NC(=O)c1ccc(O)cc1)c1cccc([N+](=O)[O-])c1,-1,0,-7,7,-2,5,-1.5,52,0,-15
CC1(C)CC(=O)CC(=O)/C1=N\Nc1c(Cl)cc(Cl)cc1Cl,1,4,-21,-5,3,8,1.8,5,3,-2
CCCNC(=O)C1CC2Cn3c(nc4ccccc43)C2N1C (centres undefined),x,5,-15,23,1,3,-0.8,9,-4,-2
COc1ccccc1OCCNC(=O)C1CC(=O)N(c2ccccc2OC)C1 (centres undefined),0,1,-2,-2,-4,-1,-0.4,0,-2,-6
CC(=O)N1CCC(N(CCN2CCOCC2)C(=S)Nc2cc(C)cc(C)c2)CC1,-7,3,2,10,-1,2,-0.3,12,1,x
CC1CCCC(C)N1C(=O)COC(=O)CCc1nc2ccccc2c(=O)[nH]1 (centres undefined),-1,-1,-18,-19,-1,x,-0.8,-10,-4,-34
COc1ccc(NC(=S)N(CCO)Cc2ccccc2)cc1,x,-6,-14,16,-2,x,1.3,13,-2,-1
O=C(NC1CCS(=O)(=O)C1)c1sc2ccccc2c1Cl (centres undefined),0,6,-17,-16,-1,1,0.2,32,1,-20
Cc1cc(C(=O)OCC(=O)c2cccc([N+](=O)[O-])c2)c2cccc(C)c2n1,2,-3,-17,8,1,-3,-1.4,-4,-2,9
CC(C)CNC(=O)C(=O)NCC1OCCCN1S(=O)(=O)c1cccs1 (centres undefined),0,3,-1,-23,4,2,1.7,2,-3,-14
CCCC12CN3CCN(CC(C3)/C1=N\NC(=O)c1ccccc1Cl)C2,-3,-1,-12,1,2,1,-1.4,-2,-4,-11
COc1ccc(/C=C/c2nc3ccccc3c(=O)n2-c2cccc(C(=O)O)c2)cc1,-4,-1,-6,2,-2,2,2.1,-4,-11,-20
O=C(CSc1nnc(-c2ccc3c(c2)OCO3)n1-c1ccccc1)c1ccc(Cl)cc1,-6,0,-3,1,1,x,1.1,8,0,-18
CC(C)OC(=O)C(=O)NNc1ccccc1,-1,-3,0,8,-4,3,0.0,-4,-1,-14
CSc1ccc(C2=C/C(=C3/SC(=S)NC3=O)c3ccccc3O2)cc1,-2,5,2,-14,2,-13,1.5,-45,-7,29
O=CN1CCN(C(=O)COc2ccc(Cl)cc2Br)CC1,-2,0,2,-12,-2,0,-1.2,-2,0,-3
CC(=O)N(C)c1ccc(NC(=O)Nc2cccc3ccccc23)cc1,2,5,0,-12,-2,16,-0.3,59,-8,30
Cc1ccc(NC(=O)c2cccc(Oc3ccc([N+](=O)[O-])cc3)c2)c(C(=O)O)c1,9,-1,-12,-3,0,3,-0.8,x,-10,-25
Cc1ccsc1/C=N/NC(=O)c1nnn(-c2nonc2N)c1CSc1ccccc1,2,3,-5,9,0,-2,0.6,-2,18*,-19
O=C1c2ccccc2S(=O)(=O)c2cc(N3CCOCC3)ccc21,x,5,1,-13,4,-1,1.4,-22,0,10
CN(CC(=O)NC1CCCCC1)S(=O)(=O)c1cccc2cccnc12,x,-1,1,4,1,-4,-0.9,0,-2,-16
O=C(OCCN1C(=O)c2ccccc2C1=O)c1cccc(OC(F)F)c1,-2,3,-5,-9,-2,-1,0.5,8,-7,4
CCOc1ccccc1NC(=O)CCc1c(C)nn(-c2ccc(N3CCCCC3)nn2)c1C,2,4,-9,-11,0,1,-0.1,28,-11,70
CCc1ccc(NS(=O)(=O)c2cc(OC)ccc2OC)cc1,x,0,-12,-1,-4,-3,-0.6,-9,-6,-25
Cc1cc(C)c2c(-n3cccc3)c(C(=O)O)sc2n1,-3,2,-3,-16,0,x,-1.0,-2,3,-5
CCN(CC(=O)Nc1ccc(OC)cc1)C(=O)c1cc([N+](=O)[O-])ccc1N1CCOCC1,16,-1,-10,2,2,0,1.5,-3,-6,-13
CC1CC(C)(C)NC(=S)N1CCCC(=O)NCCc1ccc(Cl)cc1 (centres undefined),2,-6,-19,12,1,-2,-2.5,-11,-7,13

Whole records as entered above:
CC1CC(C)(C)NC(=S)N1CCCC(=O)NCCc1ccc(Cl)cc1 (centres undefined) reads NSD2 HMT inh = 2; HTR5A ag ctr = -6; PvdQ inh = -19; HTR5A inv ag = 12; V-ATPase pHluor = 1; Wnt act = -2; CDK5 inh = -2.5; MITF TRPM1 HTS = -11; dFosB act = -7; SR-BI HDL uptake = 13
O=C(OCCN1C(=O)c2ccccc2C1=O)c1cccc(OC(F)F)c1 reads NSD2 HMT inh = -2; HTR5A ag ctr = 3; PvdQ inh = -5; HTR5A inv ag = -9; V-ATPase pHluor = -2; Wnt act = -1; CDK5 inh = 0.5; MITF TRPM1 HTS = 8; dFosB act = -7; SR-BI HDL uptake = 4

Further records
smiles,NSD2 HMT inh,HTR5A ag ctr,PvdQ inh,HTR5A inv ag,V-ATPase pHluor,Wnt act,CDK5 inh,MITF TRPM1 HTS,dFosB act,SR-BI HDL uptake
CC1(C)CC(NC(=O)C(F)(F)F)CC(C)(C)N1OC(=O)c1ccco1,-1,3,3,-11,3,x,-0.4,x,-8,x
CCOc1ccccc1N1CCN(S(=O)(=O)c2cccs2)CC1,-6,1,-17,-2,-1,-2,-4.7,4,-5,1
OCCC1CN(Cc2nc3ccccc3s2)CCN1C1CCCC1 (centres undefined),x,8,2,-1,-2,-2,3.8,-2,-3,x
CN(C)CCN(C(=O)CN1C(=O)c2ccccc2C1=O)c1nc2cc3c(cc2s1)OCO3,-1,6,-2,-24,-5,2,0.9,6,38*,11
CN(C)c1ccc(/C=N/NC(=O)CNC(=O)c2ccc3c(c2)OCCO3)cc1,4,1,7,-3,-1,-3,2.3,3,-6,-9
CCOc1cc(C(=O)NCc2ccc(C)cc2)ccc1OCC(=O)N1CCOCC1,-2,8,0,0,3,-8,-1.2,5,1,-3
CC(NC(=O)c1ccncc1)c1ccc(Br)cc1 (centres undefined),0,0,-20,-6,1,-1,-7.6,x,-3,-3
COc1ccccc1C(CNc1nc(C(F)(F)F)nc2ccccc12)N(C)C (centres undefined),0,12,-23,16,1,-4,-0.9,14,-23,-30
O=C(CCC1CCCC1)NCc1cccs1,-3,-2,9,10,2,x,0.7,8,0,-6
O=C(NCCc1ccc(F)cc1)c1cc([N+](=O)[O-])ccc1N1CCOCC1,2,4,-3,-12,1,-1,0.5,7,-3,10
CC(C)CCNC(=O)C1CC(c2ccc(C(F)(F)F)cc2)=NO1 (centres undefined),x,-5,-8,-14,4,-4,-1.3,9,-12,-11
Cc1cc(NC2CCCCC2)nc(NCc2ccccc2)n1,8,-1,-5,2,0,-5,1.3,-7,1,-5
CCC(C)Oc1cccc(C(=O)Nc2ccccc2N2CCOCC2)c1 (centres undefined),5,2,-11,-4,-1,-9,0.5,x,-9,31
CCc1ccc(C(=O)CN(C#N)c2nc(C)cc(C)n2)cc1,-4,7,-16,-19,-1,0,-0.2,0,-10,23
CN(C)S(=O)(=O)N1C(=O)c2ccccc2C1=O,-3,3,28,-10,-2,1,0.5,4,-1,6
Cn1ccnc1CC(O)(c1ccccc1)c1ccccc1,-3,-3,-4,-17,-4,-1,-0.3,-10,-6,-4
CCn1c2ccccc2c2cc(NC(=O)c3ccccc3[N+](=O)[O-])ccc21,-3,0,-10,15,-2,-2,x,-2,-3,54
S=C(NCc1ccco1)N1CCN(c2ccccc2Cl)CC1,7,1,-2,-4,3,1,-0.8,20,-5,-7
CCC(C)/C(C)=N/NC(=O)c1ccc(COc2ccc(Cl)c(C)c2)cc1 (centres undefined),-2,1,-4,-4,2,9,-1.3,21,-11,12
Cc1ccc(-n2c(C)cc(/C=N/NC(=O)CN(c3ccc(C)cc3C)S(C)(=O)=O)c2C)cc1,9,0,6,-11,3,x,0.6,-6,-13,10
Cc1ccc(C)c(S(=O)(=O)N2CCN(C(=O)CNC(=O)c3sc4ccccc4c3Cl)CC2)c1,-3,1,-11,-2,-3,-4,0.0,-20,-10,60
COc1ccc(C2/C(=C(/O)c3ccccc3)C(=O)C(=O)N2CCCN2CCOCC2)cc1 (centres undefined),-3,1,-6,-5,-2,0,0.4,9,4,-33
CCS(=O)(=O)Nc1cccc(C2=NN(S(=O)(=O)c3ccc(F)cc3)C(c3cccs3)C2)c1 (centres undefined),-1,-2,-12,18,3,1,-1.8,-6,-1,-16
COc1ccc(/C=C(/C#N)C(=O)Nc2ccccc2C)cc1C(=O)O,-2,-1,-4,2,1,0,-6.8,9,-6,-7
CSc1cccc(NC(=S)N(CCC(C)C)C2CCN(C(C)C)CC2)c1,10,-3,-16,7,1,2,-0.8,-9,-6,1
Cc1cc(C)cc(NC(=O)CSc2nnc(-c3ccc(S(=O)(=O)N4CCCC4)cc3)o2)c1,-5,1,-4,-4,-3,x,0.1,2,-5,27
CCC(=O)Nc1ccc(C(=O)NNC(=O)c2ccc([N+](=O)[O-])cc2)cc1,-2,1,-16,-4,-5,-1,-0.4,4,3,-21
COc1ccc(CCN(C)CCC(=O)Nc2c(C)cc(C)cc2C)cc1OC,0,2,0,11,-2,1,0.7,7,0,-15
CCCCCCCCCC(=O)N/N=C/c1ccc(C)s1,0,3,-12,-9,1,0,0.1,x,-10,-33
O=C(O)/C=C/c1ccc(S(=O)(=O)NCc2ccco2)cc1,5,2,-11,-5,-3,x,0.0,-3,-1,4
Cc1cccc(N2CCN(C(=O)c3cccs3)CC2)c1C,-2,0,-13,-14,-1,-2,0.2,x,-7,14
